Bioassay records from PubChem BioAssay.
KDM5B inh – KDM5B demethylase inhibition; KDM5B demethylase, FDH-coupled NADH fluorescence (FDH is formaldehyde dehydrogenase); AID 1347165; Potency, µM (highest dose often 57.7 µM), for inactives: top-dose activity change, negative = inhibition, hits mostly inhibitors; 220,000 compounds, 2.6% hits; Q9UGL1; active = well fitted inhibition curve with a large enough effect; inconclusive = small, poorly fitted or top-dose-only effect; inactive = no such curve, though single readings can be large or run the other way; also: 0% is about no effect; nearly all actives have a fitted effect of over 70% in size
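Coupled FDH/NAD⁺ fluorescence readout. KDM5BΔAP 200 nM final; compound titration, 10 min RT preincubation; substrate mix 12.5 µM H3K4me3, 25 µM 2-OG, 50 µM Fe(II), 100 µM ascorbate, 0.25 mM NAD⁺, 0.25 U/mL FDH; ΔRFU over 30 min.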
* hit, by the source's call; i = inactive; ? = inconclusive; [ ] = dose if it differs, or a comment. Potency is read from the fitted curve at half-maximal effect.

No.	SMILES	KDM5B inh
1	CCc1noc(Cn2c(=O)c(C#N)cn(C3CC3)c2=O)n1	5.2%
2	COCCn1c(C)cnc1CC1CCN(S(=O)(=O)c2cccc(OC)c2)C1 (stereo unspecified)	14.1%
3	CCOc1ccc(C(=O)NC2CCCN(c3cc(-c4ccc(OC)cc4)[nH]n3)C2)cc1OCC (stereo unspecified)	-4.9%
4	Cc1cc(C)c(S(=O)(=O)Nc2cccc3cccnc23)c(C)c1	9.9%
5	CCc1nc(CC(=O)Nc2ccc(C)cc2)sc1C	-23.8%
6	O=C1CCN(S(=O)(=O)c2ccccc2)CCCN(C(=O)CN2CCCC2=O)CCN1	-9.3%
7	COc1ccc(-c2ccc(CCC(=O)Nc3ccc(OC)c(Cl)c3)o2)cc1	?
8	CCOC(=O)c1cccc(NC(=O)CCn2ccn3nc4c(c3c2=O)CCCC4)c1	1.2%
9	COc1ccc(-c2cc3ccc(OCCN4CCN(CCO)CC4)cc3oc2=O)cc1OC	-20.8%
10	COc1ccc(-c2noc(CC(=O)Nc3cc(OC)ccc3OC)n2)cc1	-57.1%
11	O=C(Cc1cccc2ccccc12)Nc1cc(Cl)ccc1C(=O)O	-14.9%
12	COC1C(=O)N(C2CCN(C(=O)c3cnccc3C)CC2)C12CCOCC2 (stereo unspecified)	1.4%
13	O=C(NNS(=O)(=O)Cc1ccccc1)c1ccc([N+](=O)[O-])cc1	29.8%
14	O=C(c1ccc(OC2CCN(C(=O)C3CCCC3)CC2)nc1)N1CCOCC1	24.6%
15	COc1ccc2c(c1)CCCN2C(=O)c1cc2ccc(Cl)cc2nc1C	5.5%
16	CN(C)C[C@@H]1CN(Cc2ccccc2)C[C@H]1NC(=O)Cc1cccnc1	?
17	NCc1ccc(Br)cc1C(F)(F)F	-10.3%
18	O=C(NCc1nc2cccnc2n1Cc1ccc(F)cc1)c1ccccc1C(F)(F)F	-43.3%
19	Cc1cc(C)cc(C(=O)N2CCC(Cc3nc(-c4ccccc4)no3)CC2)c1	-11.7%
20	CCc1cccc(C)c1NS(=O)(=O)c1c(C(=O)N2CCCCCC2)c(C)n(C)c1C	-3.6%
21	COc1ccccc1C(NC(=O)c1nc(-c2ccco2)sc1C)c1nccn1C (stereo unspecified)	?
22	CCN(CC)C(=O)CSc1nnc([C@@H](N)C(C)C)o1	-7.5%
23	CC1(C)CC(=O)c2cc(-c3nc(-c4ccc(Br)cc4)cs3)c(=O)n(-c3ccccc3)c2C1	?
24	CCOc1cccc2cc(-c3cc(=O)oc4cc(OC(=O)N5CCOCC5)ccc34)c(=O)oc12	-7.2%
25	O=C1CN([S+](=O)([O-])C2CC2)CCN1c1ccc(Cl)nn1	-15.7%[149 µM]
26	CCOc1ccc(-n2c(SCC(=O)Nc3ccc(CC)cc3)nc3c(oc4ccccc43)c2=O)cc1	-5.5%
27	COc1ccc(-c2nc(C(=O)N3CCN(C(C#N)c4ccc(F)cc4)CC3)cs2)cc1OC (stereo unspecified)	11.7%
28	COCCO[C@H]1C(=O)N(C2CCN(C(=O)c3cccnc3)CC2)[C@H]1c1ccncc1	-10.6%
29	N#Cc1cccc(CN2C[C@H](O)C[C@H]2c2nc(-c3ccc(F)cc3)no2)c1	-8.5%[86.2 µM]
30	CCc1ccc(CN2CCC(CNC(=O)C(C)(C)C)CC2)nc1	-15.8%

Rewritten with the structure last: part of the list above.
entry | KDM5B inh | Compound
26 | -5.5% | CCOc1ccc(-n2c(SCC(=O)Nc3ccc(CC)cc3)nc3c(oc4ccccc43)c2=O)cc1
22 | -7.5% | CCN(CC)C(=O)CSc1nnc([C@@H](N)C(C)C)o1
7 | ? | COc1ccc(-c2ccc(CCC(=O)Nc3ccc(OC)c(Cl)c3)o2)cc1

(further entries)
No.	SMILES	KDM5B inh
31	CC(C)c1nncn1C1CCN(S(=O)(=O)c2cc(F)cc(F)c2)CC1	-8.6%
32	Cc1ccc(CCNC(=O)Cn2ncc3c(=O)oc4ccccc4c32)cc1	-27.1%
33	COC(=O)NCC(c1ccco1)N1CCN(c2ccccc2)CC1 (stereo unspecified)	20.9%
34	Cc1ccccc1C(=O)N1CC2(Cc3ccccc3NC2=O)C1	5.5%[149 µM]
35	CC(C(=O)N(C)CC(=O)Nc1ccccc1C(F)(F)F)N1CCN(c2ccccc2Cl)CC1 (stereo unspecified)	22.5%
36	COc1ccc(-c2nc(SCC(=O)N3CCCC3c3ccc4c(c3)OCCO4)n[nH]2)cc1 (stereo unspecified)	18.9%
37	Cc1nc(CSCC(=O)NCc2cccs2)cs1	22.5%
38	Cc1ccc(C(=O)NCc2nnc3c(-c4nc(C5CC5)no4)cccn23)cc1C	10µM*
39	O=C(N[C@@H]1CCC[C@@H]1C(=O)N1CCCC1)c1ccncc1	14.9%
40	Cn1c(Oc2ccc(F)c(F)c2)c(C#N)c(=O)n(C)c1=O	?
41	COc1cc2c(cc1OC)C(C)N(C(=O)c1sc(-c3cnccn3)nc1C)CC2 (stereo unspecified)	8.5%
42	Cc1cc(C)c(CNC(=O)c2cc(-c3ccc(CO)cc3)cc3c2OCCN3C)c(=O)[nH]1	31.6µM*
43	COc1ccc(CCn2c(SCC(N)=O)nc3c2c(=O)n(C)c(=O)n3C)cc1	17.9%
44	COCCNc1nc2c(c(=O)n(C)c(=O)n2C)n1Cc1c(Cl)cccc1Cl	13.1%
45	Cc1nc(C)c(C(=O)N2CCCn3cc(-c4ccccc4F)nc32)s1	6.4%
46	COc1ccc(C2CCCN2C(=O)NCCn2ccnc2)cc1 (stereo unspecified)	-18.4%
47	COc1ccc(CNC(=O)CCC2CCCN(C(=O)CCN3CCCCO3)C2)c(OC)c1 (stereo unspecified)	-12.3%
48	COCCCNC(=O)c1ccc2c(c1)N(Cc1ccccc1F)C(=O)c1ccccc1S2=O (stereo unspecified)	-22.5%
49	Cc1nnc(C(=O)Nc2cccc(C(=O)NCc3ccc4c(c3)OCO4)c2)s1	2.2%
50	O=C1CN(C(=O)COC(=O)c2ccc([N+](=O)[O-])o2)c2ccccc2N1	?
51	CC(C)c1ccc(-n2nnnc2C2(NCc3ccccc3)CCCC2)cc1	5.3%
52	Cc1cccc(NC(=O)Cn2c(N3CCC(C)CC3)nc(C)cc2=O)c1	4.9%
53	CNC(=O)N1CCC(C2CCN(C(=O)Cn3cccn3)C2)CC1 (stereo unspecified)	11.3%
54	CC(C)(C)c1ccc(NC(=O)c2ccc(F)cc2F)cc1	-13.5%
55	Cc1cc2cc(C(=O)N(C)Cc3ccc4nsnc4c3)ccc2o1	-25.5%
56	N#Cc1c(SCCN2CCCC2)nc(N2CCCC2)c2c1CCCC2	4.5%
57	CCCCOC(=O)c1nc2ccccc2nc1Nc1cccc(OC)c1	-15.5%
58	CCN1c2cc(C(=O)Nc3ccc(F)c(F)c3)ccc2C(=O)N2CCCC21 (stereo unspecified)	?
59	COc1ccc(-n2nc(C3CCN(C(=O)c4ccccc4C)CC3)[nH]c2=O)cc1	-18.7%
60	O=C(O)C(c1c[nH]c2cc(Cl)ccc12)N1CCN(C(c2ccccc2)c2ccccc2)CC1 (stereo unspecified)	-16.2%
61	O=C(Nc1ccc(C(F)(F)F)cc1)C1=NO[C@@H]2CN(CCc3ccccc3)C[C@H]12	?
62	CNC(=O)/C=C/c1cccc([N+](=O)[O-])c1	14.8%
63	Cc1nc2nc3ccn(CCCN(C)C)c(=O)c3c(-c3ccccc3)n2n1	?
64	Cc1cc(C)nc(Nc2ncc(O)n2-c2ccc(F)cc2)n1	20.8%
65	COc1ccc(CC(=O)NC2CCN(c3cc(-c4ccc(Cl)cc4)[nH]n3)C2)cc1 (stereo unspecified)	?
66	O=C(Nc1ccc2c(N3CCOCC3)ncnc2c1)c1cccc(Cl)c1	-11.4%
67	O=C1OC(C(=O)OCc2ccc3c(c2)OCO3)Cc2ccccc21 (stereo unspecified)	27.8%
68	O=C(Cn1ccn2nc(-c3ccc(F)cc3)c(CO)c2c1=O)Nc1cc(F)ccc1Cl	-28.7%
69	CCn1c(SCC(=O)NCc2ccco2)nnc1C1CCCC1	-14.2%
70	Cc1ccc(Oc2nc(-c3ccncc3)nc3ccccc23)cc1	7.5%
71	O=C(C1CCCC1)N1Cc2ccccc2CC2(CCN(Cc3cccnc3)C2)C1 (stereo unspecified)	-10.3%[115 µM]
72	N/C(=N\O)c1ccncc1	12.6%
73	Cc1cc(C)c(NC(=S)N(C)C)cc1C	2.2%
74	Cc1nnc(SCC(=O)Nc2cccc(S(=O)(=O)N3CCCCC3)c2)s1	10.1%
75	O=S(=O)(Cc1noc([C@@H]2C[C@@H](O)CN2Cc2ncc[nH]2)n1)c1ccc(F)cc1	-39.2%[86.2 µM]
76	CCOC(=O)c1c(S(=O)(=O)NCC(=O)Nc2ccc(C(C)=O)cc2)c(C)n(C)c1C	-20.6%
77	Cc1cccc(C)c1NC(=O)CSc1ncc2c(n1)-c1ccc(Cl)cc1N(Cc1ccccc1)S2(=O)=O	13.2%
78	C=CCN(CC=C)C(=O)C1(Oc2cccnc2C)CCNCC1	15.0%
79	COc1cccc(CSc2nc3ccncc3n2Cc2cccc(OC)c2)c1	-4.4%
80	CC1CCCCN1S(=O)(=O)c1ccc(C(=O)N2CCOCC2)cc1 (stereo unspecified)	24.2%

Quoted from the listing.
`N/C(=N\O)c1ccncc1` in KDM5B inh: 12.6%
`Cc1cccc(C)c1NC(=O)CSc1ncc2c(n1)-c1ccc(Cl)cc1N(Cc1ccccc1)S2(=O)=O` in KDM5B inh: 13.2%
`C=CCN(CC=C)C(=O)C1(Oc2cccnc2C)CCNCC1` in KDM5B inh: 15.0%
`CC1CCCCN1S(=O)(=O)c1ccc(C(=O)N2CCOCC2)cc1` (stereo unspecified) in KDM5B inh: 24.2%

The results go on.
No.	SMILES	KDM5B inh
81	COc1ccc(C(=O)N2CCCC(c3noc(COc4ccccc4)n3)C2)cc1OC (stereo unspecified)	11.9%
82	N#Cc1ccc(F)c(CSc2nnc(NCc3ccccc3)s2)c1	12.7%
83	COc1ccc(OC(=O)C23CC4CC(CC(Cl)(C4)C2)C3)cc1	19.1%
84	O=C(CCCn1ccc2cc(S(=O)(=O)N3CCCC3)ccc21)NCc1ccco1	9.2%
85	CCOCCN1C(=O)COC[C@@H]1[C@H](O)c1ccc(NC(=O)C2CC2)cc1	23.5%[86.2 µM]
86	COCCNC(=O)Cc1nc(-c2cccs2)oc1C	?
87	Cc1cccc(NC(=O)CSc2nc3ccccc3nc2N2CCCCC2)c1C	?
88	O=c1c2ccccc2c(-c2cccs2)nn1CC(O)COCc1ccccc1 (stereo unspecified)	-10.5%
89	COc1ncccc1-c1ccnc(-c2nnc(C)n2C2CCCCC2)c1	28.2µM*
90	O=C1NCCOCCCN(C(=O)CC2CCCC2)[C@H]2CCCC[C@@H]12	-8.3%
91	COc1ccccc1-c1cnc(Nc2cccc(N[S+](C)(=O)[O-])c2)c2c1CCO2	25.1µM*
92	COc1nc2cc(C)c(C)cc2nc1C(=O)Nc1ccc(Br)cc1	14.8%
93	CN(C)[S+](=O)([O-])c1ccc2c(c1)OCCN(Cc1ccc(C(F)(F)F)cc1)C2	?
94	S=C(NCc1ccccc1)C12CC3CCC(CC(C3)C1)C2	-27.2%
95	CCc1c(-c2ccccc2)nc2ccccc2c1C(=O)NCc1ccc(C)cc1	-48.7%
96	CCOc1ccc(-c2cc(C(=O)O)c3ccccc3n2)cc1	?
97	CC(Sc1ccc(C(F)(F)F)cn1)C(=O)NC(C)(C)C (stereo unspecified)	26.4%
98	Cc1ccc(C(=O)NCc2nc(-c3ccccc3)oc2C)cc1	-8.3%
99	Cc1ccc(NC(=O)CN2CCSc3ccc(S(=O)(=O)N4CCCC4)cc32)cc1C	?
100	N#Cc1cccc(CN2CCn3nnc(-c4nc(-c5ccsc5)no4)c3C2=O)c1	-9.0%
101	O=C(c1ccoc1)N1CCCN(Cc2cn(-c3ccccc3)nn2)CC1	-16.2%
102	CC(=O)Nc1cccc(-c2cc3c(ccn3C)c(C(=O)NCc3cccnc3)n2)c1	i
103	COCCC1(NC(=O)c2ccccc2)CCN(Cc2cn[nH]c2-c2cccs2)CC1	14.2%
104	COCCn1c(=N)c(C(=O)NCc2ccco2)cc2c(=O)n3cc(C)ccc3nc21	?
105	CCc1ccc(S(=O)(=O)c2c(C(=O)c3ccc(C)c(C)c3)cnc3ccccc23)cc1	8.0%
106	CN(C(=O)CNc1ccccc1Cl)C1CCS(=O)(=O)C1 (stereo unspecified)	26.5%
107	Cc1ccccc1N1CCN(S(=O)(=O)c2ccccc2)CC1	-11.7%
108	COc1ccc(NS(=O)(=O)c2ccc(C)c(C(=O)NCc3cccnc3)c2)cc1	2.1%
109	CCN(CC)C(=O)c1c(NC(=O)c2cccc(C)c2)sc2c1CCC(C)C2 (stereo unspecified)	?
110	CCc1cccc(NC(=O)c2ccc(CN3C(=O)C(C)=C(c4ccc(OC)cc4)S3(=O)=O)cc2)c1	?
111	CCNC(=O)NC(=O)CN1CCCC(c2nc3ccccc3o2)C1 (stereo unspecified)	2.2%
112	Cc1cccc(Cl)c1NC(=O)Cn1cccc1-c1nc(-c2ccc(F)cc2)no1	-13.8%
113	CC1CCN(C(=O)Cn2c(SCC(=O)Nc3ccc(F)cc3)nc3ccccc32)CC1	-5.3%
114	Fc1ccc(Sc2ccncc2)cc1	31.5%
115	O=S(=O)(/C(=C/c1ccc2ccccc2c1)c1nc2ccccc2[nH]1)c1ccccc1	?
116	Nn1nc(-c2ccccc2)nc1-c1ccccc1	16.2%
117	Cc1ccc(S(=O)(=O)N(Cc2cccnc2)C2CC2)cc1F	14.1%
118	CS(=O)(=O)N1CCc2cc(C(=O)N3CCN(c4ccccc4F)CC3)ccc21	-3.9%

A portion of the library; rates above refer to the full screens.
